Rac1 mut GTP = GTP binding modulators of activated mutant Rac1, primary screen, biochemical, bead-based flow cytometry, multiplex, fluorescent GTP; Ras-related C3 botulinum toxin substrate 1 (Homo sapiens), P63000; GST-Rac1 activated beads; actives lie on both sides; 100% means binding = to untreated wells; percent activity (GTP binding), % at 10 µM; actives 0.11% (n = 190,000); AID 764, 2007;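 active means GTP binding at least 20 percentage points away from the 100% baseline, in either direction, so actives lie on both sides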
Mcl-1 Bim block = inhibitors of Bim peptide binding to Mcl-1, primary screen, biochemical, bead-based flow cytometry, multiplex. inhibition, % at 10 µM. actives 0.1% (n = 190,000). Bim peptide-Mcl-1 binding; in the data active means inhibition above about 40%;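 further: 0% = no compound tracer wells and 100% = peptide blocker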
Target sequence (Q07820 whole entry, looked up): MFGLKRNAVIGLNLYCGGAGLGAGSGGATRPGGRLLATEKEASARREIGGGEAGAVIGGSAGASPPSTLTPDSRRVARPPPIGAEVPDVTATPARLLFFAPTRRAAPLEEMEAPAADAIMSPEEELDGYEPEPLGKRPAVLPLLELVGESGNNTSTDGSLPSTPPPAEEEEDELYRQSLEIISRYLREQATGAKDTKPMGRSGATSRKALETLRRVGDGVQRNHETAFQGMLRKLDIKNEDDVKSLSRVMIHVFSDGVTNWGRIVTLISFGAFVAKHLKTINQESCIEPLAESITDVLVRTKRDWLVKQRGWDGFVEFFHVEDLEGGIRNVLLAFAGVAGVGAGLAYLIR
Pf gamet viab = late stage P. falciparum gametocyte viability inhibitors, primary screen, ATP luminescence, HTS; AID 743093, 2013; actives 0.065% (n = 150,000); inhibition, % at 10.9 µM; P. falciparum stage V gametocytes, 24 h;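 active means inhibition above the mean plus 3 SD of compounds within the control limits, set per campaign, cut at about 38% in these data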;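 further: 0% = DMSO wells and 100% = medium only without gametocytes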
Rab7 wt modul = modulators of GTP binding to Rab7, primary screen, biochemical, wildtype, multiplex bead flow cytometry. Rab7 GTPase wild type (dog), Bodipy-FL-GTP binding. GST-Rab7 beads, fluorescent GTP binding; actives lie on both sides; untreated = 100%, excess cold GTP = 0%. GTP binding activity (percent of control), % at 10 µM. actives 0.055% (n = 190,000);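 active means fluorescent GTP binding to Rab7 beads changed by at least 20 points from the 100% baseline, either direction, mostly lower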;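 further: median green fluorescence of bound Bodipy-FL-GTP per Rab7 bead population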
Cdc42 wt = modulators of GTP binding to wildtype Cdc42, primary screen, biochemical, multiplex bead flow cytometry, Bodipy-GTP; Cell division control protein 42 homolog (Homo sapiens), P60953; GST-Cdc42 beads; actives lie on both sides; percent activity (GTP binding), % at 10 µM; actives 0.2% (n = 190,000); AID 761, 2007;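 active means percent activity GTP binding at least 20 points away from the 100% baseline, either down as inhibitor or up as activator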;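 further: median bead fluorescence of bound Bodipy-FL-GTP at 100 nM; 0% = excess unlabeled GTP control and 100% = no compound control; below 100% means less GTP binding so inhibitor and above means activator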
Target sequence (P60953 whole entry, looked up): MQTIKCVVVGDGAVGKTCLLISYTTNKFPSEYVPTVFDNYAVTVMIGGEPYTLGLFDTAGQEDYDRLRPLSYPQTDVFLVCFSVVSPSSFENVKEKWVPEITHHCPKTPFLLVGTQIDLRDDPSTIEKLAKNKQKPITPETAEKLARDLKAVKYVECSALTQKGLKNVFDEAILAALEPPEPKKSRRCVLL
Mcl1-Bid inh = Mcl-1/Bid binding inhibitors, primary screen, biochemical, TR-FRET, 1536-well | AID 1021, 2008 | Induced myeloid leukemia cell differentiation protein Mcl-1 (Homo sapiens), Q07820 | TR-FRET Mcl-1/Bid-Dy647 peptide binding | inhibition, % at 21.7 µM | actives 0.97% (n = 220,000);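 active means compounds that cut the binding signal by more than half at the single screening dose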;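 further: His-tagged Mcl-1 with europium anti-His antibody binding Bid BH3 peptide; 0% = Mcl-1 plus peptide wells and 100% = peptide-only wells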
Avidin fluor = green autofluorescence of compounds with avidin beads – biophysical, 488/530 nm, flow cytometry, artefact control, profiling panel; fluorescence (KMESF) at 10 µM; AID 1775, 2009; actives 0.38% (n = 220,000); compound fluorescence 488/530 nm; active compounds read high; in the data active means fluorescence above about 47; further: inactives centre near 10
Rab2A wt mod = modulators of GTP binding to Rab2A wildtype, primary screen, biochemical, dog, bead-based flow cytometry, multiplex | GST-Rab2 wt beads, Bodipy-GTP binding | GTP binding activity, % at 10 µM | actives 0.19% (n = 190,000);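 active means GTP binding activity at least 20 points away from 100%, either lowered or raised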;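 further: 0% = beads with excess unlabeled GTP and 100% = no-compound control corrected for plate trend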
Mcl1-Noxa inh = Mcl-1/Noxa binding inhibitors, primary screen, biochemical, TR-FRET, 1536-well; Induced myeloid leukemia cell differentiation protein Mcl-1 (Homo sapiens), Q07820; TR-FRET Mcl-1/Noxa peptide binding, 2 h; inhibition, % at 21.7 µM; actives 1.5% (n = 220,000);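 active means compounds that cut the protein-peptide binding signal by more than 50% relative to plate controls in a single-dose test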;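 further: His-tagged Mcl-1 with rhodamine Noxa BH3 peptide and terbium anti-His antibody; 0% = Mcl-1 plus Noxa peptide wells and 100% = peptide-only wells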
Rac1 wt modul = wildtype Rac1 GTP binding modulators, primary screen, biochemical, GST-Rac1 beads, flow cytometry, multiplex | Ras-related C3 botulinum toxin substrate 1 (Homo sapiens), P63000 | fluorescent GTP binding; actives lie on both sides; 0 = cold GTP competed, 100 = untreated | GTP binding activity (% of control), % at 10 µM | actives 0.27% (n = 190,000) | AID 757, 2007;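 active means GTP binding activity at least 20 points away from the 100% control level, either lower or higher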
HRas wt GTP bind = modulators of GTP binding to HRas wildtype, primary screen, biochemical, bead-based flow cytometry, multiplex | GTP binding activity, % at 10 µM | AID 759, 2007 | actives 0.14% (n = 190,000) | GST-Ras wt beads, Bodipy-FL-GTP binding; actives lie on both sides;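 active means GTP binding activity at least 20% away from the 100% baseline, either lowered as inhibitor or raised as activator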;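 further: 0% = unlabeled GTP competition control and 100% = no-compound control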
Target sequence (P01112 whole entry, looked up): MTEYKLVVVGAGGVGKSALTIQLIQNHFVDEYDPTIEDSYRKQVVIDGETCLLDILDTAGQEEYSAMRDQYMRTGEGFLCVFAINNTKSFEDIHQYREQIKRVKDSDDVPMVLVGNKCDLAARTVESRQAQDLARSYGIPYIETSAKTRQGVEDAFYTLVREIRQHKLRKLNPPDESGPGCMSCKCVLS
* hit, by the source's call; nt = not tested or not shown.

#1 Cc1c(C(=O)N2CCCCC2)sc(N)c1C#N
#2 CC1Cc2ccccc2N1C(=O)COC(=O)c1ccc(Cl)nc1 (centres undefined)
#3 Cc1cc(=O)oc2cc(OCC3CC(c4ccc(N(C)C)cc4)=NO3)ccc12 (centres undefined)
#4 COCC(C)n1c(C)cc(C(=O)Cn2c(=O)oc3ccccc32)c1C (centres undefined)
#5 CC1(C)Cc2c(sc(NC(=O)c3ccc4ncsc4c3)c2C(N)=O)C(C)(C)N1
#6 COc1cccc(C2NC(=O)NC(C)=C2C(=O)OCC2CCCO2)c1 (centres undefined)
#7 CCOc1ccc(NC(=S)N2CCC(c3nc4ccccc4[nH]3)CC2)cc1
#8 CC(=O)NCCc1ccc(S(=O)(=O)N2CCCC2)cc1
#9 Cc1nnc(SCC(=O)N2CCN(S(=O)(=O)c3ccc(Cl)cc3)CC2)n(N)c1=O
#10 COC(=O)C1=NN(C(C)=O)C2(CC(=O)N(c3cc(C)cc(C)c3)C2=O)C1 (centres undefined)

Compound,1,2,3,4,5,6,7,8,9,10
Rac1 mut GTP,98,94,99,99,97,96,96,99,99,101
Mcl-1 Bim block,-3,0,-1,0,-2,-1,3,nt,-3,21
Pf gamet viab,nt,-40,4,9,-31,-4,nt,nt,nt,7
Rab7 wt modul,101,96,92,102,106,95,102,99,101,101
Cdc42 wt,101,92,100,99,97,98,96,99,104,99
Mcl1-Bid inh,-12,-5,52*,-35,-27,8,-57,-12,-10,-2
Avidin fluor,13,11,7,22,23,6,11,12,6,5
Rab2A wt mod,102,95,97,97,99,97,98,101,100,102
Mcl1-Noxa inh,-4,0,29,7,21,31,2,-32,9,-8
Rac1 wt modul,105,95,98,103,98,101,98,101,106,105
HRas wt GTP bind,102,96,97,100,98,97,99,100,101,101

#11 COc1cc(COCC(O)CN2CCN(CCN3C(=O)c4cccc5cccc(c45)C3=O)CC2)cc(OC)c1OC (centres undefined)
#12 S=C(NCCc1ccccn1)Nc1ccc(Cl)cc1Cl
#13 O=C(CSCC(=O)N1CCCCC1)Nc1nc(-c2ccccc2)c(-c2ccccc2)s1
#14 CC(C)C(=O)NC(c1cccs1)c1cc([N+](=O)[O-])c2cccnc2c1O (centres undefined)
#15 Nc1nc(SCCOc2ccccc2)n[nH]1
#16 Cc1ccc(N2CCN(S(=O)(=O)N3CCOCC3)CC2)cc1C
#17 CN1/C(=C\C(=O)c2cncc(Br)c2)C(C)(C)c2ccccc21
#18 CCOC(=O)C1CCCN(C(=O)Cc2ccc(Cl)cc2)C1 (centres undefined)
#19 CCN(CC)C(=O)CCc1nnc(Cc2cccc(C(F)(F)F)c2)o1
#20 O=C(CCNS(=O)(=O)c1ccc(Br)s1)N1CCCCC1

Compound,11,12,13,14,15,16,17,18,19,20
Rac1 mut GTP,99,94,99,94,95,98,98,99,98,99
Mcl-1 Bim block,-5,-2,-3,-7,-5,0,-5,-5,3,-1
Pf gamet viab,-5,nt,nt,nt,0,-2,-11,10,-27,-40
Rab7 wt modul,102,105,96,96,100,99,102,100,96,101
Cdc42 wt,102,96,99,100,95,102,101,100,100,100
Mcl1-Bid inh,32,-36,-28,55*,-19,-34,-8,16,-1,-25
Avidin fluor,12,12,6,9,7,8,3,15,8,6
Rab2A wt mod,102,95,97,93,97,100,101,101,99,100
Mcl1-Noxa inh,29,9,-44,63*,1,22,-1,28,9,16
Rac1 wt modul,103,97,104,99,97,99,101,103,103,102
HRas wt GTP bind,100,96,101,96,96,98,100,100,95,100

#21 c1ccc(-c2noc(-c3cccnc3)n2)cc1
#22 COc1ccc(N2CCN(C(=O)CSc3ncccc3-c3nc4ccccc4[nH]3)CC2)cc1
#23 Cc1ccc(/C(O)=C2/C(=O)C(=O)N(Cc3cccnc3)C2c2ccccn2)cc1 (centres undefined)
#24 COc1ccccc1CC1S/C(=N/N=C/c2ccco2)NC1=O (centres undefined)
#25 O=C(COC(=O)c1ccccn1)Nc1c(Cl)cccc1Cl
#26 CCOC(=O)c1c(C)[nH]c(C)c1C(=O)Cn1nnc(-c2ccccc2C)n1
#27 CC(C)n1nc(C(=O)Oc2ccc(Cl)cc2)c2ccccc2c1=O
#28 COc1ccc(N=Nc2nc(-c3ccccc3)c(-c3ccccc3)[nH]2)cc1
#29 COc1cccc(NC(=O)CSc2nccn2-c2cccc(OC)c2)c1
#30 CCOC(=O)c1[nH]c2ccc(OC)cc2c1NC(=O)CCN1CCC(C)CC1

Compound,21,22,23,24,25,26,27,28,29,30
Rac1 mut GTP,100,102,97,90,95,98,98,93,103,103
Mcl-1 Bim block,-2,5,0,2,-2,-1,-8,-5,4,0
Pf gamet viab,nt,nt,-3,6,nt,nt,nt,20,17,nt
Rab7 wt modul,102,100,102,108,98,97,100,93,106,100
Cdc42 wt,103,103,103,94,93,102,97,93,109,109
Mcl1-Bid inh,-13,-37,-19,-31,-56,-24,-10,-16,-22,-71
Avidin fluor,32,12,15,21,8,24,16,16,6,17
Rab2A wt mod,104,100,100,95,98,98,99,94,105,109
Mcl1-Noxa inh,-17,30,28,-8,-10,20,13,-40,-9,29
Rac1 wt modul,107,103,104,94,98,102,100,94,107,107
HRas wt GTP bind,103,102,101,96,99,101,98,93,106,108

Ordered by molecular weight (smallest number first): part of the list above.
#25 O=C(COC(=O)c1ccccn1)Nc1c(Cl)cccc1Cl
#24 COc1ccccc1CC1S/C(=N/N=C/c2ccco2)NC1=O (centres undefined)
#27 CC(C)n1nc(C(=O)Oc2ccc(Cl)cc2)c2ccccc2c1=O
#28 COc1ccc(N=Nc2nc(-c3ccccc3)c(-c3ccccc3)[nH]2)cc1
#26 CCOC(=O)c1c(C)[nH]c(C)c1C(=O)Cn1nnc(-c2ccccc2C)n1
#29 COc1cccc(NC(=O)CSc2nccn2-c2cccc(OC)c2)c1
#22 COc1ccc(N2CCN(C(=O)CSc3ncccc3-c3nc4ccccc4[nH]3)CC2)cc1

Compound,25,24,27,28,26,29,22
Rac1 mut GTP,95,90,98,93,98,103,102
Mcl-1 Bim block,-2,2,-8,-5,-1,4,5
Pf gamet viab,nt,6,nt,20,nt,17,nt
Rab7 wt modul,98,108,100,93,97,106,100
Cdc42 wt,93,94,97,93,102,109,103
Mcl1-Bid inh,-56,-31,-10,-16,-24,-22,-37
Avidin fluor,8,21,16,16,24,6,12
Rab2A wt mod,98,95,99,94,98,105,100
Mcl1-Noxa inh,-10,-8,13,-40,20,-9,30
Rac1 wt modul,98,94,100,94,102,107,103
HRas wt GTP bind,99,96,98,93,101,106,102

Remaining list, next part:
#31 CC12CCCCN1CCCc1c2[nH]c2ccccc12 (centres undefined)
#32 Cc1nn2cc(-c3ccccc3)nc2s1
#33 COc1cccc(C(=O)Oc2cc(C)[nH]c(=O)c2[N+](=O)[O-])c1OC
#34 CC12CCC(C(=O)O)(c3nc(C#N)c(C#N)nc31)C2(C)C (centres undefined)
#35 Cc1ccc2c(CC(=O)Nc3nc(C)cs3)coc2c1
#36 O=C(Cn1ccc2ccccc2c1=O)N1CCN(Cc2ccc3c(c2)OCO3)CC1
#37 FC(F)(F)c1cccc(N2CCN(C(=S)NC3CCCC3)CC2)c1
#38 O=C(NCc1ccco1)/C(=C/c1cccnc1)NC(=O)c1cccc(Br)c1
#39 CCCCC(CCCCl)C(=O)Nc1ccccc1 (centres undefined)
#40 CN(C)c1ccc(/C=[N+](\[O-])C(C)(C)/C=N/O)cc1

Compound,31,32,33,34,35,36,37,38,39,40
Rac1 mut GTP,101,96,100,99,101,95,92,100,97,95
Mcl-1 Bim block,0,-4,0,-3,0,0,-5,-1,-2,-2
Pf gamet viab,-5,-13,nt,-9,nt,nt,nt,14,nt,18
Rab7 wt modul,99,97,101,103,99,101,89,98,95,100
Cdc42 wt,100,104,105,98,104,100,95,100,93,98
Mcl1-Bid inh,-13,-19,21,-3,-7,-57,-15,-2,-7,-75
Avidin fluor,6,7,6,13,14,27,9,3,11,9
Rab2A wt mod,101,97,102,99,103,100,93,102,93,101
Mcl1-Noxa inh,11,10,20,22,4,-4,-5,-4,13,9
Rac1 wt modul,101,97,106,104,105,98,96,101,100,96
HRas wt GTP bind,100,98,103,101,103,100,95,99,97,99

#41 Cc1cc(C(=O)NCC2COc3ccccc3O2)c2ccccc2n1 (centres undefined)
#42 CN(Cc1nc(-c2cccnc2)no1)S(=O)(=O)c1ccccc1
#43 CC(C)C(=O)N1CCN(c2ccc(NC(=O)c3ccc4c(c3)OCCO4)cc2Cl)CC1
#44 Cc1nnc(SCCC#N)n(CCC#N)c1=O
#45 CC(=O)N1CCc2ccc(S(=O)(=O)N3CC(C)OC(C)C3)cc21 (centres undefined)
#46 O=C(NCc1nnc(SCC(=O)N2CCCC2)o1)c1ccco1
#47 CSc1nc2c(c(=O)[nH]1)C(c1ccc(F)cc1)CC(=O)N2 (centres undefined)
#48 COc1ccc(OC)c(NC(=O)c2ccno2)c1
#49 Cc1c2cnn(CC(=O)Nc3c(F)c(F)cc(F)c3F)c(=O)c2c(C)n1Cc1ccccc1F
#50 Nc1nnc(SCC(=O)OCC(=O)Nc2ccccc2F)s1
#51 CCOc1ccc2oc(-c3ccccc3)c(C(=O)N3CCN(CCO)CC3)c2c1
#52 COc1ccc(Cc2n[nH]c(=S)n2C)cc1Br

Compound,41,42,43,44,45,46,47,48,49,50,51,52
Rac1 mut GTP,95,97,100,95,99,95,99,96,90,93,98,101
Mcl-1 Bim block,-1,-3,3,4,11,0,0,3,-6,0,2,-8
Pf gamet viab,-8,26,nt,nt,12,9,27,nt,2,-20,0,nt
Rab7 wt modul,94,102,99,98,97,97,95,104,100,101,98,99
Cdc42 wt,94,101,103,92,98,97,99,96,91,96,103,103
Mcl1-Bid inh,1,-7,-23,-10,-6,-15,3,-45,-57,-25,12,-42
Avidin fluor,27,6,10,9,16,20,22,10,8,12,20,8
Rab2A wt mod,96,101,100,95,96,96,99,100,90,97,99,98
Mcl1-Noxa inh,18,5,9,6,-5,-1,16,22,49,2,14,-6
Rac1 wt modul,98,101,107,94,100,100,98,101,94,98,107,99
HRas wt GTP bind,96,101,101,95,99,96,97,98,93,99,102,104

Screens as filed in PubChem BioAssay.
